ST2 inh = blocks human ST2 binding to IL-33. Q01638. AlphaLISA ST2-Fc/biotin-IL-33 interaction, 1 h. inhibition, % for hits at 17 µM. actives 2.3% (n = 78,000); in the data active = inhibition above about 30%; inconclusive = mostly about 10% to 28%
Target sequence (Q01638 whole entry, looked up): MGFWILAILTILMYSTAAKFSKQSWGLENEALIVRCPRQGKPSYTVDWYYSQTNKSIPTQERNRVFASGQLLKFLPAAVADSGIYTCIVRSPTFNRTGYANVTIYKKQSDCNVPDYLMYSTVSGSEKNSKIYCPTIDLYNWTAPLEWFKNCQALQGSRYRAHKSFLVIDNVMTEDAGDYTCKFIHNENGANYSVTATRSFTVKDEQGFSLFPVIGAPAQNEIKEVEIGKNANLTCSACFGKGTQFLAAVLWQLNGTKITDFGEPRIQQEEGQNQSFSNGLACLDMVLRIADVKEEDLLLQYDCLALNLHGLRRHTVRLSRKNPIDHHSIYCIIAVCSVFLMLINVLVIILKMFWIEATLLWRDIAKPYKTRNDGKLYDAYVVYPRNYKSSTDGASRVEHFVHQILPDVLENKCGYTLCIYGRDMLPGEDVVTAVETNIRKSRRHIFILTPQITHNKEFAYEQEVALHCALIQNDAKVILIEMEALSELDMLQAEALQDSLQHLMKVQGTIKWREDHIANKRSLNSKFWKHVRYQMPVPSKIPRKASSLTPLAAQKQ
Active calls of the source: *; i = inactive; ? = inconclusive; ! = not confirmed by another sample.

SMILES | ST2 inh
Cc1[nH]c2ccc(CNC(=O)c3n[nH]c4c3CC(C)CC4)cc2c1C (stereo not given) | ?
COc1ccc(C(Nc2cc(C)ccn2)c2ccc3cccnc3c2O)cc1OC (stereo not given) | ?
O=C(c1ccc2c(c1)OCO2)N1CCN=C1SCc1cccc(Cl)c1 | i
CC(C)c1cc(N2CC[C@@H](N3CCOCC3)[C@H](O)C2)nc(C(F)(F)F)n1 | i
CCOc1ccc2nc(SCC(=O)N3CCc4ccccc43)sc2c1 | i
CCN(CC)c1cc2nonc2c2nonc12 | ?
O=C1CCCC2=C1C(c1ccccc1)Nc1ccccc1N2 (stereo not given) | ?
O=C(Cn1ncc2ccccc21)N1CCC(n2cc(-c3ccccn3)nn2)CC1 | i
COc1cccc(-c2nnc3n2N=C(c2cccc(Br)c2)CS3)c1 | i
Nc1nccc(N2CCOC(C(F)(F)F)C2)n1 (stereo not given) | ?
CCC(C)NC(=O)Nc1ccccc1C (stereo not given) | i
CCc1nc(C)ccc1OCC(=O)NC1C=CS(=O)(=O)C1 (stereo not given) | ?
CCOC(=O)c1nn(Cc2ccncc2)c2c1CN(C(=O)CCc1ccc3c(c1)OCO3)CC2 | ?
CCOC(=O)c1oc2ccc(S(=O)(=O)N3CCCC(C)C3)cc2c1C (stereo not given) | i
COc1cccc(F)c1-c1c(-c2ccccc2)ncn1Cc1cnc(C)cn1 | i
N=C1S/C(=C/c2ccc(-c3ccccc3C(=O)O)o2)C(=O)N1c1nccs1 | i
COc1ccc(S(=O)(=O)NCC(C)C)cc1OC | i
CCCCCSc1nnc2c(n1)OC(c1ccco1)Nc1ccccc1-2 (stereo not given) | i
COc1ccc(-c2cc(N3CCN(S(=O)(=O)c4ccc(CC(C)C)cc4)CC3)ncn2)cc1 | i
COc1ccc(CCNC(=O)CSc2nc(N)c3c4c(sc3n2)CCCC4)cc1 | ?

An excerpt of these results, as a markdown table:
| SMILES | ST2 inh |
| --- | --- |
| CCOC(=O)c1nn(Cc2ccncc2)c2c1CN(C(=O)CCc1ccc3c(c1)OCO3)CC2 | ? |
| CCOC(=O)c1oc2ccc(S(=O)(=O)N3CCCC(C)C3)cc2c1C (stereo not given) | i |
| COc1cccc(F)c1-c1c(-c2ccccc2)ncn1Cc1cnc(C)cn1 | i |
| CCC(C)NC(=O)Nc1ccccc1C (stereo not given) | i |
| COc1ccc(-c2cc(N3CCN(S(=O)(=O)c4ccc(CC(C)C)cc4)CC3)ncn2)cc1 | i |

More structures follow:
SMILES | ST2 inh
Cc1cc(C)c(C)c(Oc2ncnc(N)c2[N+](=O)[O-])c1 | i
CCCc1cc2c(=O)c(-c3ccc(C(=O)OCC)o3)c(C)oc2cc1OC(C)=O | i
O=C(c1ccc(Br)cc1)c1ccc(N2CCOCC2)c([N+](=O)[O-])c1 | ?
CSc1ccc(CN2CCCCCC2)cc1 | i
Cc1cc(=O)oc2cc(Cl)c(OCC(=O)c3ccccc3)cc12 | i
CN(Cc1ccccc1)Cc1ccccc1 | i
CC(C)(C)N1CC(COc2ccccc2)OC1=O (stereo not given) | i
CCOC(=O)C1(CC2CC2)CCN(C(=O)Cc2c(F)ccc(F)c2F)CC1 | i
O=C(Cc1ccc(Cl)cc1)Nc1ccc(-c2nc3ccccc3o2)cc1 | ?
CCNC(=O)C1CCN(c2ccc(-c3cccs3)nn2)CC1 | i
COc1cc(C(O)CO)ccc1O (stereo not given) | i
CCCOc1ccccc1/C=C1\C(=O)Nc2ccc(Br)cc21 | ?
CN1CCN(Cc2noc(C3CCOC(C)(C)C3)n2)CC1 (stereo not given) | i
Cc1ccc(-n2nc3c(c2NC(=O)C2CCCCC2)CSC3)c(C)c1 | i
CCc1ccc(OCCN(C)C(=O)c2ccc(C)[nH]c2=O)cc1 | i
CC1(C)CC(=O)C2=C(C1)c1c(ccc3ncccc13)NC2c1ccc(Br)cc1 (stereo not given) | i
N=c1c2c3c(sc2ncn1Cc1ccco1)CCCCC3 | i
CCOc1ccc(C2CC(=O)C3=C(C2)Nc2ccccc2NC3c2ccc(Cl)cc2)cc1OC (stereo not given) | ?
COc1ccc(CCN2CC(C(=O)N(C)C3CCOCC3)CCC2=O)cc1 (stereo not given) | i
Cc1nonc1OCCNC(C)C(=O)NC1CCCC1 (stereo not given) | i
O=C(Nc1nc(-c2ccc3c(c2)OCO3)cs1)c1cc(=O)c2ccccc2o1 | 45%*!
Cc1ccc(Nc2cc(C)nc(Nc3ccc(NC(=O)C(C)(C)C)cc3)n2)cc1 | 33%*
COc1cccc2cc(C(=O)NC(C)=O)c(=Nc3ccc(F)cc3)oc12 | i
Cc1ccsc1CNc1cccc(C(=O)N[C@H](C)C(N)=O)c1 | i
O=C(O)c1cc(=O)cc(C(=O)O)[nH]1 | i
Cc1nn(CCCC(=O)Nc2sc3c(c2C#N)CCC3)c(C)c1[N+](=O)[O-] | ?
Cc1ccc2[nH]cc(-c3ccc(C(=O)N(C)C)o3)c2c1 | i
COC1CCN(Cc2nc(Cc3ccccc3Cl)no2)CC1 | ?
Cc1ccsc1CN(C)C(=O)c1cc(CN(C)Cc2ccccc2)on1 | i
Cn1c(=O)c2nc(-c3cccc(F)c3)oc2c2ccccc21 | i
O=C(c1ccc(NC2=NC3CS(=O)(=O)CC3S2)cc1)N1CCCC1 (stereo not given) | i
COc1ccc(NC(=O)O[C@@H]2CO[C@H]3[C@@H]2OC[C@@H]3NS(=O)(=O)c2ccc(Cl)cc2)cc1 | ?
Cc1nc(SCC(=O)Nc2cccc(C(F)(F)F)c2)c2cnn(-c3ccccc3)c2n1 | i
N#CC1=C(N)OC2=C(C(=O)CC(c3ccccc3)C2)C1c1ccc(-c2ccccc2)cc1 (stereo not given) | i
CN1CC[C@H](c2nc3ccc(C(F)(F)F)cc3[nH]2)C1 | ?
O=C(C1CCOCC1)N1CCOC(Cc2ccccc2)C1 (stereo not given) | i
COc1ccc(NC(=O)CN2CCN(Cc3ccc(Cl)cc3)S2(=O)=O)cc1Cl | i
O=C(Nc1cccc(NC(=O)c2ccccc2F)c1)c1ccco1 | i
CC1=C(C(=O)Nc2ccc(Br)cn2)C(c2cccnc2)C2=C(CC(C)(C)CC2=O)N1 (stereo not given) | i
Cc1ccc(N2CC[C@@](C)(O)[C@@H](Cc3ccccc3)C2)nn1 | ?

In another format: 3 of the compounds above
SMILES	ST2 inh
Cc1nc(SCC(=O)Nc2cccc(C(F)(F)F)c2)c2cnn(-c3ccccc3)c2n1	i
N#CC1=C(N)OC2=C(C(=O)CC(c3ccccc3)C2)C1c1ccc(-c2ccccc2)cc1 (stereo not given)	i
CN1CC[C@H](c2nc3ccc(C(F)(F)F)cc3[nH]2)C1	?

Further compounds:
SMILES | ST2 inh
OCC(O)CN(c1ccccc1)c1ccccc1 (stereo not given) | i
O=C(Nc1ccccc1)N1Cc2[nH]cnc2C[C@H]1c1nc(-c2ccccc2)no1 | i
C=C(C)Cn1c(NCc2ccccc2)nc2c1c(=O)[nH]c(=O)n2C | i
O=C1CSC(c2ccc(Br)cc2)N1C1CCCCC1 (stereo not given) | i
COc1ccc(C(=O)N2CCN(c3ccccn3)CC2)cc1[N+](=O)[O-] | i
CCOc1ccccc1Nc1ncnc2c1cnn2-c1cccc(C)c1 | i
Cc1cccc(C)c1NC(=O)Cc1ccccc1 | ?
Oc1oc(-c2ccc(Br)cc2)nc1C=Nc1cccnc1 | ?
Cc1ccc(N2NC(=O)CC2=O)cc1Cl | i
N#Cc1c(N)nc(N2CCCC2)c(C#N)c1-c1ccc(Cl)cc1 | i
COc1ccc(Cl)cc1C(=O)Nc1ccc2oc(-c3cccnc3)nc2c1 | ?
CC(=O)C(Sc1nnc(-c2ccc(Cl)cc2)n1-c1ccccc1)C(=O)N(C)C (stereo not given) | i
CCOC(=O)C1=C(C)Nc2nc(SCC)[nH]c(=O)c2C1c1cccnc1 (stereo not given) | i
Cc1ccc(-c2cc(N3CCN(S(=O)(=O)c4cnn(C(F)F)c4C)CC3)ncn2)cc1 | i
Cc1ccc(NC(=O)CSc2nc3nc(C)cc(C)c3c(=O)[nH]2)c(C)c1 | i
C=CCn1c(SCC(=O)N2CCN(CCO)CC2)nc2sc3c(c2c1=O)CCC3 | i
CC(=O)Nc1ccc(CN(CCN(C)C)Cc2ccccc2)cc1 | i
CC(=O)c1cccc(NC(=O)CN2CCCN(Cc3cccc(Cl)c3)S2(=O)=O)c1 | ?
Cc1ccc(CNC(=O)CCCn2c(=O)c3sccc3n(Cc3cccnc3)c2=O)cc1 | i
O=C(NCc1nc2ncc(Br)cc2[nH]1)c1ccccc1 | i

In another format: results already given.
Structure	ST2 inh
COc1ccc(Cl)cc1C(=O)Nc1ccc2oc(-c3cccnc3)nc2c1	?
CC(=O)C(Sc1nnc(-c2ccc(Cl)cc2)n1-c1ccccc1)C(=O)N(C)C (stereo not given)	i
CCOC(=O)C1=C(C)Nc2nc(SCC)[nH]c(=O)c2C1c1cccnc1 (stereo not given)	i
Cc1ccc(-c2cc(N3CCN(S(=O)(=O)c4cnn(C(F)F)c4C)CC3)ncn2)cc1	i
Cc1ccc(NC(=O)CSc2nc3nc(C)cc(C)c3c(=O)[nH]2)c(C)c1	i
C=CCn1c(SCC(=O)N2CCN(CCO)CC2)nc2sc3c(c2c1=O)CCC3	i
CC(=O)Nc1ccc(CN(CCN(C)C)Cc2ccccc2)cc1	i

(continued)
SMILES | ST2 inh
CC1(C)CC(=O)C2=C(C1)OC(N)=C(C#N)C21CCCC1 | ?
Cc1ccc([N+](=O)[O-])cc1NC(=O)c1cccc2c1C(=O)c1ccccc1-2 | ?
CCOC(=O)c1cccnc1-c1ccc(-c2ccn[nH]2)cc1 | i
COc1ccc(NS(=O)(=O)c2ccc(C)c(C(N)=O)c2)cc1 | i
COCc1cc(N2CCOc3c(O)cc(-c4ccc(C)s4)cc3C2)ncn1 | i
O=C(CCC1CCCN(C(=O)C(=O)c2ccccc2)C1)Nc1ccc(C(F)(F)F)cc1 (stereo not given) | i
N#CC1=C2SCN(Cc3ccccc3)CN2C(=O)CC1c1ccccc1 (stereo not given) | i
COCCN(CCOC)S(=O)(=O)c1ccc(C(=O)Nc2nnc(COC)o2)cc1 | i
CCC(CC)n1nc(C)cc1NC(=O)CCn1nnnc1C | ?
COc1cc(C2C(C(=O)Nc3cc(C)ccn3)=C(C)NC3=C2C(=O)CCC3)cc(OC)c1OC (stereo not given) | i
C=CCSc1nc2c(cc1C#N)CCCC2 | i
CCCCOc1ccc2c3c(c(=O)oc2c1)CCCC3 | i
O=C(O)C1C2CCC(C2)[C@H]1C(=O)Nc1cc(F)ccc1F (stereo not given in full) | i
CCOc1ccccc1CN1C(=O)CCC1(C)C(=O)NCCc1ccc(OC)c(OC)c1 (stereo not given) | ?
CCc1ccc(-c2cc(C(=O)O)c3ccccc3n2)cc1 | i
CC(C(=O)NCc1cccc(Cl)c1)N(c1ccccc1)S(C)(=O)=O (stereo not given) | i
CCOC(=O)Cn1c(=O)n(-c2ccc(F)cc2)c2nc(-c3ccccc3C)nc(C(N)=O)c21 | i
O=C(COc1ccc([N+](=O)[O-])cc1)NCCc1ccccc1 | i
CC1=CC(=O)C=C(C)C1=NS(=O)(=O)c1ccccc1 | ?
O=C1c2ccc(Br)cc2C(=O)N1c1ccccc1O | i
CCC(Nc1nc(-c2ccccc2)nc2ccccc12)C(=O)O (stereo not given) | ?
COc1cc(/C=C/C(=O)OC[C@H]2O[C@H](O[C@]3(CO)O[C@H](CO)[C@@H](O)[C@@H]3OC(=O)/C=C/c3cc(OC)c(O)c(OC)c3)[C@H](O)[C@@H](O)[C@@H]2O)cc(OC)c1O | i
CCOc1ccc(Cn2c(CNS(=O)(=O)c3ccc(Cl)s3)nc3cccnc32)cc1 | i
Cc1cc(N(C)C)nc(N2CCN(S(=O)(=O)c3ccc(-c4ccccc4)cc3)CC2)n1 | i
O=C(OCCN=C1NS(=O)(=O)c2ccccc21)c1ccccc1Br | ?
CN1CCC(N2CCC[C@@H](O)[C@H](NC(=O)c3ccc(OCC(N)=O)cc3)C2)CC1 | ?
O=C(CN1CCN(Cc2ccc(F)cc2Cl)C1=O)NC1CCCCCCC1 | i
CCOC(=O)C1(Cc2ccccc2C)CCCN(C(=O)c2cnccn2)C1 (stereo not given) | i
Cc1ccc(C2CC(c3ccccc3C)n3nc(N)nc3N2)cc1 (stereo not given) | i
Cc1ccc(-c2cn(-c3ccc(Br)cc3)c(=O)[nH]2)cc1 | i
COc1cc(C2C(C#N)=C(N)OC(C)=C2C(=O)OC(C)C)cc(OC)c1OC (stereo not given) | i
CCN(CC)CCN(C)Cc1ccccc1F | i
CCCOC1CCCN(C(=O)c2cnc(C(C)C)nc2C)C1 (stereo not given) | ?
CC(C)Oc1ccc(C(=O)Nc2ccccc2C(N)=O)cc1 | i
O=C(Nc1ccc2c(c1)CCC2)c1cc(-c2ccncc2)nc2ccccc12 | i
CC(C)C(NS(=O)(=O)c1cccc2nsnc12)C(=O)NC1CCCC(C)C1C (stereo not given) | i
c1ccc(N2CCN(Cc3ccco3)CC2)cc1 | i
C=CCNc1nc2ccccn2c(=O)c1/C=C1\SC(=O)N(CCC)C1=O | i
COC(=O)C(CCSC)N1Cc2ncccc2C1=O (stereo not given) | i
CCCN(CCC)CCCNC(=O)c1cc2cc3ccc(OC)cc3nc2o1 | i
O=C(CNS(=O)(=O)c1cccs1)NCc1ccc(Cl)cc1 | i
COc1cc2c(cc1OC)CN(C1CCCN(Cc3cccn3-c3ccccn3)C1)CC2 (stereo not given) | ?
Cc1cc(C)c2c(c1)C1C=CCC1C(C(=O)O)N2 (stereo not given) | ?
O=C(c1ccc(Cl)cc1OC1CCN(Cc2ccccc2F)CC1)N1CCCCC1 | i
O=C(CCS(=O)(=O)c1ccc(Br)s1)Nc1cccc(F)c1 | i
Cc1ccc(CCN2C(=O)CCC2(C)C(=O)NC2CCCCCCC2)cc1 (stereo not given) | i
COc1ccc(C(=O)Nc2cccnc2)cc1S(=O)(=O)N1CCOCC1 | i
Cc1ccc(-n2c(SCC(=O)Nc3ccc(C)c(Cl)c3)nc3c(c2=O)SCC3)cc1 | ?
COc1ccc(Cl)cc1NC(=O)c1cc(Cl)ccc1OC | ?
CCCS(=O)(=O)N1CCCC(C(=O)NC2CCC(C)CC2)C1 (stereo not given) | ?

This is a subset, so the mix of outcomes need not match the whole.
